m-calpain inh = inhibitors of pig calpain II, primary screen, biochemical, fluorogenic peptide substrate, 1536-well | inhibition, % at 16 µM | purified calpain II, 30 min | hit rate 0.37% among 220,000 | AID 1236, 2008;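 active means inhibition above about 50%, limit read from the data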
Runt-SMMHC FRET = inhibitors of RUNX1 Runt–CBFb-SMMHC binding, primary screen, biochemical, FRET, Cerulean-Runt, Venus-CBFb-SMMHC, uHTS. hit rate 0.74% among 220,000. inhibition, % at 20 µM. AID 1434, 2008. Cerulean-Runt/Venus-CBFb-SMMHC FRET ratio 530/480, 1 h. Runt-related transcription factor 1 (Homo sapiens) + Core-binding factor subunit beta …;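 active means mean inhibition across duplicate retests at 20 µM reaching about 50%, limit read from the data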;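 further: 0% = DMSO wells and 100% = wells with excess untagged CBFb-SMMHC; inhibitors lower the FRET ratio by blocking Runt binding to CBFb-SMMHC; some results filed as inactive read as strong as hits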
p47phox inh = p47phox/p22phox peptide binding inhibitors, primary screen, biochemical, uHTS, NADPH oxidase regulatory subunit; Neutrophil cytosol factor 1 (Homo sapiens), P14598; inhibition, % at 24.7 µM; AID 1274, 2008; hit rate 0.53% among 220,000; fluorescence polarization, 2 h;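 active means inhibition above about 30%, limit read from the data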;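 further: 0% = p47phox with labelled peptide and 100% = labelled peptide alone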
Tb hexokinase = Trypanosoma brucei hexokinase 1 inhibitors, primary screen, biochemical, G6PDH-coupled NADH absorbance, MLSCN library; recombinant TbHK1, G6PDH-coupled NADH A340; inhibition, % at 10 µM; hit rate 0.11% among 220,000;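 active means inhibition of 50% or more in the single-dose primary screen; inactive means inhibition below 50%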
Runt-CBFb FRET = inhibitors of RUNX1 Runt–CBFb binding, primary screen, biochemical, FRET, Cerulean-Runt, Venus-CBFb, uHTS | inhibition, % at 20 µM | Cerulean-Runt/Venus-CBFb FRET ratio 530/480, 1 h | AID 1496, 2009 | hit rate 0.46% among 220,000;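 active means inhibition over about 50% at 20 µM in the single-dose screen, limit read from the data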;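 further: 0% = DMSO wells and 100% = excess unlabeled CBFb competitor control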
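test system = Cerulean-tagged RUNX1 Runt domain (FRET donor) fusion protein | reagent = Venus-CBFb binding partner, 100 nM | incubation = protein complex preformed 1 h, compound exposure 1 h, room temperature, dark | detection = FRET fluorescence | read-out basis = loss of energy transfer signal | controls = 5 µM unlabeled CBFb as full-inhibition high control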
Furin inhibitor = human furin inhibitors, primary screen, biochemical, fluorescence intensity; hit rate 0.061% among 220,000; inhibition, % at 30 µM; purified furin, fluorogenic substrate cleavage; P09958; AID 463115, 2010; in the data active means inhibition above about 25%; further: inactives centre near -15
RBBP9 inh = human RBBP9 inhibitors, primary screen, biochemical, fluorescence polarization, FP-Rh probe, HTS | hit rate 0.2% among 220,000 | inhibition, % at 7.94 µM | AID 1515, 2009 | recombinant RBBP9;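 active means inhibition above the campaign mean of all tested compounds plus 3 SD, cut at about 14% in these data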;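 further: plate controls were DMSO wells with RBBP9 for no effect and wells lacking RBBP9 protein for full effect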
Target sequence (O75884 whole entry, looked up): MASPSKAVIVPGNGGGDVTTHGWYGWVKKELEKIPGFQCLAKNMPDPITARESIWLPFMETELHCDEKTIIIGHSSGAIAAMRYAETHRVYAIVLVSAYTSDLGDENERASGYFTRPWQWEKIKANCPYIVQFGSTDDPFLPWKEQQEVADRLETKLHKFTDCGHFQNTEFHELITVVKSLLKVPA
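Measured by – fluorescence polarization · Test system – RBBP9 protein · Input – 2.5 µM RBBP9 dispensing solution, before mixing · Measure – percent inhibition from mP, scaled between DMSO and no-protein wells · Benchmarks – DMSO-treated enzyme wells and wells lacking RBBP9 · Times – preincubation 30 min plus labeling 45 min at 25 °C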
EBV gp42 block = Epstein-Barr virus gp42 inhibitors, primary screen, biochemical, uHTS, fluorescence polarization | hit rate 0.42% among 220,000 | Fluorescence polarization binding assay, mP read-out | inhibition, % (tested at 21.74 µM) | AID 1085, 2008; in the data active means inhibition above about 50%
p97 inhibitor = inhibitors of human p97 ATPase, primary screen, biochemical; Transitional endoplasmic reticulum ATPase (Homo sapiens), P55072; recombinant p97 ATPase, Kinase-Glo ATP luminescence, 3 h; inhibition, % at 8 µM; hit rate 0.42% among 220,000; AID 1481, 2009; in the data active means inhibition above about 15%;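 further: 0% = DMSO vehicle and 100% = wells lacking enzyme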
Target sequence (P55072 whole entry, looked up): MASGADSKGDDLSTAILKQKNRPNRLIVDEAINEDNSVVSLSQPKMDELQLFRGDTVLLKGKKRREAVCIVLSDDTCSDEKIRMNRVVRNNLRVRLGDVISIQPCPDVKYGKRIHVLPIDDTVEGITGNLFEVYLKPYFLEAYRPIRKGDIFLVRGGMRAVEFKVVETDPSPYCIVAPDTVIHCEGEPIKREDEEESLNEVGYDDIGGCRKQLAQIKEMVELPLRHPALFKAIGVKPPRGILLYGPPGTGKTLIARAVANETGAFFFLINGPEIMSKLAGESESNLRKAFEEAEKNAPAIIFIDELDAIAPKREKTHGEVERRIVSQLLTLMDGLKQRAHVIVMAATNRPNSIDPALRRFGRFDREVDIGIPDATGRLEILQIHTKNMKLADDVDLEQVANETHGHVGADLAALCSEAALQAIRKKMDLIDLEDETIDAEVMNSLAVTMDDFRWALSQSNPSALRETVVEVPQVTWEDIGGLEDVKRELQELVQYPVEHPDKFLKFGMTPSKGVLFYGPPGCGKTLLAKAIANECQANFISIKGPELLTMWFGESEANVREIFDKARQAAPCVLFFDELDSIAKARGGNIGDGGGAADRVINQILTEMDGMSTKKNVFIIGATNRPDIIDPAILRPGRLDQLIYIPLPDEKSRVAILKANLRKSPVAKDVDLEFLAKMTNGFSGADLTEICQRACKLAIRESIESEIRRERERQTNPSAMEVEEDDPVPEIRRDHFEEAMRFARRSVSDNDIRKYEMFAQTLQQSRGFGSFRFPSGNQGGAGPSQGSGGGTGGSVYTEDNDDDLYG
* = called active by the depositor; . = not tested or not shown; [ ] = dose if it differs, or a comment.

molecule | m-calpain inh | Runt-SMMHC FRET | p47phox inh | Tb hexokinase | Runt-CBFb FRET | Furin inhibitor | RBBP9 inh | EBV gp42 block | p97 inhibitor
O=C(CSc1nnc(-c2ccncc2)n1-c1ccc(Cl)cc1)Nc1ccc(C(=O)O)cc1 | -22 | -3 | -17 | -3 | -1 | -18 | 2 | -7 | 2
Cc1ccccc1OCCOc1ccc([N+](=O)[O-])cc1/C=N/n1cnnc1 | -33 | 4 | -9 | -5 | 2 | -14 | -5 | -11 | 6
Cc1c2c(nc3ccccc13)CCC(C(C)(C)C)C2 (stereo not given) | 34 | -7 | 17 | 8 | -3 | -7 | -12 | -7 | -9
O=[N+]([O-])c1nn(-c2ccc3c(c2)OCCO3)n(O)c1=NCc1ccc(F)cc1 | 23 | 1 | 0 | 15 | 6 | 0 | -10 | -2 | -6
CCCC(=O)Nc1ccc(S(=O)(=O)N2CCOCC2)cc1 | -5 | 3 | -3 | -2 | -1 | -12[20 µM] | -11 | -28 | -5
CSc1ncc(CN2CCCC(C(=O)c3ccc(C(C)(C)C)cc3)C2)cn1 (stereo not given) | 10 | . | -19 | -4 | . | -16 | -9 | -9 | -2
C(=N\n1cnnc1)/c1ccc2c(c1)OCO2 | -22 | 1 | -1 | -23 | -2 | 2 | -6 | 4 | -5
CC(C)Cc1nc2n[nH]c(N)c2c2c1COC(C)(C)C2 | -57 | 2 | -11 | -6 | 2 | -1[20 µM] | 0 | -12 | -5
Cn1c(=O)c2c(nc(CN3CCN(Cc4ccccc4)CC3)n2Cc2ccccc2)n(C)c1=O | -24 | 4 | -4 | -7 | -5 | -26 | -6 | -3 | 3
CCOc1ncnc2c1sc1nc(C)cc(C)c12 | 15 | 2 | 6 | -4 | 5 | -5 | -6 | -10 | -7

Nine compounds from above, arranged by number of heavy atoms, rising:
molecule | m-calpain inh | Runt-SMMHC FRET | p47phox inh | Tb hexokinase | Runt-CBFb FRET | Furin inhibitor | RBBP9 inh | EBV gp42 block | p97 inhibitor
C(=N\n1cnnc1)/c1ccc2c(c1)OCO2 | -22 | 1 | -1 | -23 | -2 | 2 | -6 | 4 | -5
CCOc1ncnc2c1sc1nc(C)cc(C)c12 | 15 | 2 | 6 | -4 | 5 | -5 | -6 | -10 | -7
Cc1c2c(nc3ccccc13)CCC(C(C)(C)C)C2 (stereo not given) | 34 | -7 | 17 | 8 | -3 | -7 | -12 | -7 | -9
CC(C)Cc1nc2n[nH]c(N)c2c2c1COC(C)(C)C2 | -57 | 2 | -11 | -6 | 2 | -1[20 µM] | 0 | -12 | -5
CCCC(=O)Nc1ccc(S(=O)(=O)N2CCOCC2)cc1 | -5 | 3 | -3 | -2 | -1 | -12[20 µM] | -11 | -28 | -5
Cc1ccccc1OCCOc1ccc([N+](=O)[O-])cc1/C=N/n1cnnc1 | -33 | 4 | -9 | -5 | 2 | -14 | -5 | -11 | 6
O=[N+]([O-])c1nn(-c2ccc3c(c2)OCCO3)n(O)c1=NCc1ccc(F)cc1 | 23 | 1 | 0 | 15 | 6 | 0 | -10 | -2 | -6
O=C(CSc1nnc(-c2ccncc2)n1-c1ccc(Cl)cc1)Nc1ccc(C(=O)O)cc1 | -22 | -3 | -17 | -3 | -1 | -18 | 2 | -7 | 2
Cn1c(=O)c2c(nc(CN3CCN(Cc4ccccc4)CC3)n2Cc2ccccc2)n(C)c1=O | -24 | 4 | -4 | -7 | -5 | -26 | -6 | -3 | 3

Following part:
molecule | m-calpain inh | Runt-SMMHC FRET | p47phox inh | Tb hexokinase | Runt-CBFb FRET | Furin inhibitor | RBBP9 inh | EBV gp42 block | p97 inhibitor
CSc1c2c(nc3ncnn13)CCC2 | 14 | 2 | -8 | 30 | 0 | -8 | -3 | -8 | 0
CCOC(=O)C(NC(C)=O)C(=O)Nc1c(C)cccc1C (stereo not given) | -3 | -3 | 1 | 0 | -2 | -12 | -1 | -13 | 0
Cc1ccc(NCc2n[nH]c(=S)n2-c2ccccc2)cc1Cl | -17 | 24 | -5 | -4 | 9 | -35 | -4 | -19 | 5
Cc1cccc(NC(=S)NN2CCN(C)CC2)c1 | -11 | 2 | -7 | -4 | 0 | -22[20 µM] | -4 | -12 | 2
O=C(CN(CCc1ccccc1)C(=O)CNS(=O)(=O)c1ccccc1)NCC1CCCO1 (stereo not given) | 4 | -6 | -5 | 4 | 0 | -11[20 µM] | -4 | -5 | 1
Cn1c(CSCc2ccccc2Cl)n[nH]c1=S | 34 | 9 | 5 | 4 | 6 | -18 | -6 | -15 | -1
CCCCN(C)CCCNC(=O)c1cccc(N2CCCC2=O)c1 | -28 | -1 | 5 | 3 | 0 | -9[20 µM] | -6 | -6 | 1
CCCn1cc(S(=O)(=O)CC(=O)N2CCc3ccccc32)c2ccccc21 | -68 | 0 | -6 | -1 | -1 | -27 | -8 | -8 | 0
CC(=O)C1=C(O)C(=O)N(CC#N)C1c1cccs1 (stereo not given) | 8 | -4 | -2 | -21 | -3 | -9[20 µM] | 3 | 6 | 3
Cc1ccc(C(=O)CC2SC(N)=NC2=O)cc1 (stereo not given) | -15 | -1 | -9 | 3 | 1 | -9[20 µM] | 7 | -14 | -2
CCc1nnc(NC(=O)C(CC)c2ccccc2)s1 (stereo not given) | -10 | 3 | 0 | -6 | -1 | -22 | -7 | 7 | -1
O=C(c1cnn(C(=O)c2ccccc2)c1)c1ccccc1O | 1 | 3 | 8 | -16 | 0 | -11 | -1 | 2 | -6
COc1cccc(/C=C2\SC(=O)N(CCC(=O)NNC(=O)c3ccccc3Cl)C2=O)c1 | -36 | 5 | -5 | -4 | -1 | -2 | -5 | 3 | -4
CC(=O)Nc1ccc(N2C(=O)CC(c3ccccc3)CC2=O)cc1 | 21 | 2 | 2 | 4 | 1 | -11[20 µM] | -7 | -6 | -2
COc1cccc(C(=O)Nc2cccc(C(=O)N3CCOCC3)c2)c1 | -23 | 0 | -11 | 6 | -3 | -17[20 µM] | -4 | -10 | 3
COc1ccc(Cn2c(-c3ccccc3)nc3c(c(=O)c4ccccc4n3C)c2=O)cc1 | -13 | -12 | 19 | -9 | -6 | -12 | 0 | -15 | 5
C=CCn1c(Oc2cc(C)ccc2C)nc2c1c(=O)n(C)c(=O)n2C | 7 | 1 | -9 | 4 | -2 | -2[20 µM] | 4 | -19 | -2
COC(=O)/C=c1/sc2nc3ccccc3n2c1=O | 3 | 8 | -16 | 8 | 36 | -12 | -7 | -24 | -2
Cn1nc(C(=O)NC2=NCCS2)ccc1=O | 23 | 0 | 7 | 1 | 0 | -7[20 µM] | -10 | -20 | -2
Cc1nc2nc(SCC(=O)O)nn2c(C)c1Cc1c(F)cccc1Cl | 7 | 1 | . | -4 | 0 | -26 | 1 | -6 | 3

Following part
SMILES | m-calpain inh | Runt-SMMHC FRET | p47phox inh | Tb hexokinase | Runt-CBFb FRET | Furin inhibitor | RBBP9 inh | EBV gp42 block | p97 inhibitor
CC(C)(C)C1CCc2c(sc3c2C(=O)NC(c2ccco2)N3)C1 (stereo not given) | 15 | 6 | -20 | -13 | 2 | -13[20 µM] | 0 | -5 | -4
CCC1Oc2ccccc2N(CC(=O)NCCc2ccc(OC)c(OC)c2)C1=O (stereo not given) | 6 | -1 | -5 | 1 | -1 | -13[20 µM] | 1 | -22 | 3
Cc1nc2ccccc2c(=O)n1NC(=O)/C=C/c1ccc(Br)cc1 | -4 | 4 | -5 | -3 | -2 | -16 | -4 | -6 | 3
O=C1c2nc3cc(-c4ccccc4)[nH]n3c(=O)c2CN1Cc1ccccc1 | -310 | -8 | 7 | -17 | 7 | -7 | -3 | -23 | 6
O=C(OCCOCCN=C1NS(=O)(=O)c2ccccc21)C1CC(=O)N(c2ccccc2)C1 (stereo not given) | 9 | 4 | 10 | 8 | 0 | -9 | -8 | -15 | -6
O=C(NC(Cc1ccccc1)c1ccc2c(c1)OCCCO2)c1ccccc1F (stereo not given) | 9 | -3 | 3 | -9 | -1 | -8[20 µM] | -1 | -2 | 1
O=C(Nc1cscc1S(=O)(=O)c1ccc(Cl)cc1)c1ccccc1Cl | 5 | -2 | -6 | -2 | 1 | -16 | -16 | -18 | 8
CN(CCNC(=O)CCNC(=O)Cn1ccc2ccccc2c1=O)Cc1ccccc1 | -10 | 1 | -5 | -1 | 0 | -9 | 3 | -22 | 1
CCCCOc1ccccc1P(=O)(O)CP(=O)(c1ccccc1)c1ccccc1 | -4 | 3 | 2 | 1 | -4 | -6 | 0 | 5 | 2
Cn1cccc1Cc1nnc(SCC(=O)Nc2ccc3c(c2)OCCO3)n1CCc1ccccc1 | 1 | 2 | -27 | -10 | 5 | -28 | -4 | -19 | 6
C=CCNC(=O)c1cc(-c2ccccc2O)on1 | 14 | 3 | 1 | -6 | 0 | -25 | -2 | -3 | 1
COc1cccc(/C=C/C(=O)OCC(=O)c2ccc3c(c2)NC(=O)CO3)c1OC | -88 | 0 | -3 | -3 | 0 | -24 | -6 | -3 | 4
COc1ccccc1NS(=O)(=O)c1cccc(C(=O)N/N=C2\CC(=O)CC(C)(C)C2)c1 | -19 | -10 | -6 | -19 | -2 | -3 | -4 | 9 | -8
Cn1c(=O)c2cc(S(=O)(=O)NC(Cc3ccccc3)C(=O)NCc3ccco3)ccc2n(C)c1=O (stereo not given) | -9 | -5 | -4 | -7 | 5 | -24 | 2 | -1 | -1
O=C(Nc1ccc2cn[nH]c2c1)c1c(Cl)cccc1Cl | 18 | 8 | -3 | -2 | 5 | -16 | -2 | 4 | -3
Cc1cc(C)c2c(N)c(C(=O)N/N=C/c3cccs3)sc2n1 | -55 | -43 | -31 | -24 | 11 | -18 | 5 | -99 | 10
Cn1cnc([N+](=O)[O-])c1Oc1ccccc1 | 0 | -6 | -1 | -9 | 2 | -15 | -12 | 0 | 5
CCc1ccc(NC(=O)CSCCN2C(=O)c3ccccc3C2=O)cc1 | 20 | 2 | 5 | -1 | -3 | -21 | 5 | -3 | -1
CC(C)CC(C(=O)NC1CCCC1)N(Cc1ccc2c(c1)OCO2)C(=O)c1snc(C(N)=O)c1N (stereo not given) | -33 | 0 | 1 | -8 | 0 | -21 | -9 | -10 | 5
COc1cc(S(=O)(=O)Nc2cc(C)cc(C)c2)ccc1F | -2 | -4 | 18 | 1 | 0 | 3 | 2 | -11 | 3
CC1(C)Cc2nc3sc4c(SCC(=O)NCc5ccccc5)ncnc4c3cc2CO1 | -60 | -2 | -7 | -16 | -2 | -9[20 µM] | -5 | 2 | 0
CN1CCN(CC(=O)NN(Cc2ccccc2)c2ccccc2)CC1 | -20 | 0 | 8 | -10 | 3 | -10 | -9 | -3 | 5
Nc1cc(-c2ccc(Br)cc2)nc2cc(-c3ccccc3)nn12 | -97 | -2 | 4 | -4 | -1 | -32 | 2 | -8 | 6
C=CCn1c(SCC(=O)c2c(N)n(C)c(=O)n(C)c2=O)nc2sc(CC)cc2c1=O | -1 | 0 | -12 | -5 | -3 | -28[20 µM] | -11 | -6 | -3
CCOC(=O)C1=C(C)N=C2SC(C(=O)OC)=CC(=O)N2C1c1ccc(F)cc1 (stereo not given) | -109 | -9 | -8 | -13 | -6 | -28[20 µM] | -9 | -8 | 2

Compound activity: PubChem, several laboratories
